Source: PubChem BioAssay
GSK3A inh – blockers of GSK3A enzyme activity – biochemical, luminescence, cell-free homogeneous, HTS, primary screen | GSK-3 alpha kinase, ADP-Glo luminescence, 60 min | inhibition, % at 10 µM | 320,000 tested, 0.1% active;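 in the data active = inhibition above about 50%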;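 also: GST-tagged GSK-3 alpha with peptide substrate and 25 µM ATP; 0% = DMSO neutral wells and 100% = GW8510 positive control wells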
Target sequence (P49840 whole entry, looked up): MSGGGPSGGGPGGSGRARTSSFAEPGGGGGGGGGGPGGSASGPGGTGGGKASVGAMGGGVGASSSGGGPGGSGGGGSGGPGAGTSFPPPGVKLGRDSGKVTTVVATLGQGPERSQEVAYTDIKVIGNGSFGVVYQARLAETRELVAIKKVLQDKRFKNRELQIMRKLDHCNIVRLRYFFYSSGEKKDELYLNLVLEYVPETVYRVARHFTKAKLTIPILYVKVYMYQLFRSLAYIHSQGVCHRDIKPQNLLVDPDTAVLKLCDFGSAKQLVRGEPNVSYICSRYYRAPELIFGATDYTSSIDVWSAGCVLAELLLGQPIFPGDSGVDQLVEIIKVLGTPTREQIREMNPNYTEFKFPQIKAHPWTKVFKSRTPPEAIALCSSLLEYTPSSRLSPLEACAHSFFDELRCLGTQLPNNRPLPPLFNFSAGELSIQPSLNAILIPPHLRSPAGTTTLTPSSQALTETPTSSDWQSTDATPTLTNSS
The depositor's hits bear a star. The list is partial; count on the stated rates, not on these rows.

GSK3A inh	compound
-4.7	CCOc1ncccc1C(=O)OCC(=O)NC1CCCCC1
0.4	Cc1ccc(-c2nn(-c3ccccc3)cc2C(=O)NC2CCC(O)CC2)cc1 (stereo not drawn)
-3.8	CCCC(=O)Nc1ccc(C(=O)COC(=O)C2CC2)cc1
1.3	O=C(c1ccc(Cl)cc1)N1CCC(C(=O)N2CCN(c3ncccn3)CC2)CC1
-1.5	CC(NC(=O)c1ccccc1)C(=O)OCn1nnc2ccccc2c1=O (stereo not drawn)
1.4	Cc1ccc(C(=O)NCc2ccccc2CN2CCCC2)cc1S(=O)(=O)N1CCOCC1
-2.8	CC(=O)Oc1c(C)c2c3c(c1OC(C)=O)[C@@H](C)CC[C@@H]3[C@@H](C)C[C@H]2C=C(C)C
-2.4	COc1ccc(NC(=O)c2cc3ccccc3o2)cc1S(=O)(=O)N1CCCCC1
0.8	CCCCn1c(N)c(N(CC)C(=O)c2cccc(OCc3ccccc3)c2)c(=O)[nH]c1=O
-1.4	CC(C)(C)C(CCl)C(=O)NN=C(c1ccccc1)c1ccccc1 (stereo not drawn)
-5.2	CCN(CC)S(=O)(=O)c1ccc(C)c(NC(=O)CSc2nnnn2C)c1
2.0	CCCN(CC(=O)Nc1ccccc1C)C(=O)CCCc1c[nH]c2ccccc12
-1.4	COc1ccc(CNC(=O)CN(c2ccc(C(C)=O)cc2)S(=O)(=O)c2ccc(C)cc2)cc1OC
-2.5	CC(C)c1cccc(-c2ccc3c(c2)S(=O)(=O)c2cccc(C(=O)NC4CCCC4)c2C3=O)c1
5.6	Cc1ccc(NC(=O)CN(C)C(=O)c2ccc(OCc3cn4ccccc4n3)cc2)cc1
0.1	COC(=O)[C@H](CCSC)NC(=O)Cn1ccc(N)nc1=O
0.5	O=S(=O)(NC1CCN(S(=O)(=O)c2c(F)cccc2F)CC1)c1ccc2c(c1)OCCO2
-24.4	COc1ccc(NC(=O)COC(=O)c2ccc3ccccc3n2)c(OC)c1
0.7	COc1ccc2cc(-c3ccccc3F)ncc2c1
-0.5	NC(=O)c1ccsc1NC(=O)COC(=O)COc1ccccc1[N+](=O)[O-]
1.8	C[C@H](NC(=O)c1nc[nH]c1C(=O)NCCCCCNC(=O)OC(C)(C)C)c1ccccc1
-2.2	Cn1cccc1C(=O)NC(=O)COC(=O)CCNS(=O)(=O)c1cccc(C(F)(F)F)c1
0.7	COc1cc2c(cc1OC)CN(Cc1cc(=O)n3cc(C)ccc3n1)CC2
-4.7	O=C(CSc1nc(-c2cccs2)nc2ccccc12)NC1CCS(=O)(=O)C1 (stereo not drawn)
0.7	COc1ccccc1NC(=O)C(C)OC(=O)CCNS(=O)(=O)c1cccc(C(F)(F)F)c1 (stereo not drawn)
-0.6	COC(=O)c1c(C)[nH]c(C(=O)OCC(=O)c2c(N)n(CC(C)C)c(=O)n(C)c2=O)c1C
-23.0	C#CCOCCOCCOCCNc1nc(N2CCN(C(=O)CCCCCCCCCCNC(=O)[C@H](CCC(=O)O)n3cc(CCCCCN)nn3)CC2)nc(N2CCN(C(=O)CCCCCCCCCCNC(=O)[C@@H]([C@H](C)O)n3cc(C)nn3)CC2)n1
-6.9	COc1cc(OC)cc(C(=O)Nc2ccn(C)n2)c1
-5.4	O=C(COC(=O)C1COc2ccccc2O1)NC1CCCCC1 (stereo not drawn)
-4.3	COc1cccc(NC(=O)COC(=O)CCC2CCCC2)c1
-0.1	CCN(CC)C(=O)[C@H]1CC(CC(=O)NCCCN(C)C)C(=O)N2CCc3c([nH]c4ccccc34)[C@]12C (stereo partly drawn)
-2.3	Cc1ccc(S(=O)(=O)N2CCN(C(=O)COC(=O)CCc3ccccc3)CC2)c(C)c1
-0.2	CC(C)CC1Nc2ncnc(N3CCOCC3)c2N(Cc2ccc(Cl)cc2)C1=O (stereo not drawn)
-33.3	CSCCC(NC(=O)COc1ccccc1)C(=O)N(C)Cc1ccc(F)cc1 (stereo not drawn)
-2.8	O=C(c1ccco1)N1N=C(c2ccc(Br)cc2)CC1c1ccco1 (stereo not drawn)
-5.5	CN(C(=O)c1ccc(NC(=O)Cc2cccc(NC(=O)C3CCN(C(=O)C4CC4)CC3)c2)cc1)C1CCCC1
-0.7	C=CCn1c(=S)[nH]c2cc(C(=O)N3CCN(c4ccccc4OC)CC3)ccc2c1=O
-1.5	COc1ccc(CN2C(=O)C(C)Nc3ncnc(N4CCN(c5ccccn5)CC4)c32)cc1 (stereo not drawn)
-2.2	COc1ccc(NC(=O)c2ccc(OC)c(S(=O)(=O)N3CCCCC3C)c2)cn1 (stereo not drawn)
-1.0	O=C(CCNC(=O)c1ccc([N+](=O)[O-])cc1)NC1CCCCCC1
-0.5	Cc1ccc(N2CC(C(=O)Nc3ccccc3OC(F)F)CC2=O)cc1 (stereo not drawn)
-0.1	CC(C)(C)c1nnc(SCC(=O)Nc2ccc(N3CCCCC3)cc2)n1N
-0.1	Cc1cccc(NC(=O)c2ccccc2SCc2ccc(F)cc2)n1
-1.4	CCC(=O)c1ccc(OCC(=O)NCc2ccccc2CN2CCCC2)cc1
-2.9	O=C(OCC(=O)N1CCc2ccccc2C1)c1ccc(OC(F)F)cc1
-2.2	Cc1ccc(S(=O)(=O)N(C)C)cc1NC(=O)C(C)OC(=O)c1ccc2ccccc2n1 (stereo not drawn)
-2.7	O=C(Cn1c(NCCO)nc2ccccc21)Nc1cccc(S(=O)(=O)N2CCCC2)c1
-1.0	CC(C)(C)NC(=O)CC1C[C@H](C(=O)N2CCOCC2)[C@@]2(CCC3CCCC3)c3[nH]c4ccccc4c3CCN2C1=O (stereo partly drawn)
-4.2	COc1ccc(NC(=O)CCN2C(=O)NC3(CCCC3)C2=O)cc1Cl
1.2	COc1ccc(CNC(=O)COC(=O)c2ccc3ccccc3n2)cc1
2.4	COc1ccccc1CNC(=O)c1cc(C2CC2)nc2c1cnn2C(C)C
-1.0	COc1cc([C@H]2Oc3c(OC)cc(CCCO[C@@H]4O[C@H](CO)[C@@H](O)[C@H](O)[C@H]4O)cc3[C@@H]2CO)ccc1O
-2.0	COC(=O)[C@@]12CCCCN1[C@H](c1ccc(-c3ccc(Cl)c(Cl)c3)c(OC)c1)[C@H]1C(=O)N(C)C(=O)[C@H]12
-2.4	O=C1C=C(c2cc3ccccc3s2)C[C@@H](c2ccc(F)cc2)C1
5.6	O=c1cc(-c2ccc(O)cc2)oc2ccc3ccccc3c12
-0.1	O=C(COc1ccc2ccc(=O)oc2c1)Nc1cccc(S(=O)(=O)N2CCCCC2)c1
-9.2	O=C(CN1CCN(S(=O)(=O)c2ccc(Cl)c(Cl)c2)CC1)N1CCCCC1
-2.8	Cc1cc(C)c(NC(=O)CNC(=O)CNC(=O)C2CCCCC2)c(C)c1
-1.7	CN(CC(=O)Nc1ccc(N2CCOCC2)cc1)C(=O)c1ccc(CS(C)(=O)=O)cc1
-3.5	O=C(O)c1cccc2c1C(=O)c1ccc(N3CCCC3)cc1S2(=O)=O

A stretch of the results above:
GSK3A inh	compound
-9.2	O=C(CN1CCN(S(=O)(=O)c2ccc(Cl)c(Cl)c2)CC1)N1CCCCC1
-2.8	Cc1cc(C)c(NC(=O)CNC(=O)CNC(=O)C2CCCCC2)c(C)c1
-1.7	CN(CC(=O)Nc1ccc(N2CCOCC2)cc1)C(=O)c1ccc(CS(C)(=O)=O)cc1
-3.5	O=C(O)c1cccc2c1C(=O)c1ccc(N3CCCC3)cc1S2(=O)=O

Remaining list, next part.
GSK3A inh	compound
-1.1	CS(=O)(=O)c1ccccc1-c1csc(N2CCC(C(N)=O)CC2)n1
1.7	CC1CC(C)CN(C(C)C(=O)Nc2cc(S(=O)(=O)N3CCCCC3)ccc2Cl)C1 (stereo not drawn)
-1.5	CCN(C[C@H]1N[C@@](C)(C(=O)OC)[C@H]2C(=O)N(Cc3ccccc3)C(=O)[C@@H]12)S(=O)(=O)c1ccc(C(C)(C)C)cc1
-1.5	CCC(C)c1ccccc1N1CC(C(=O)NCCC2=CCCCC2)CC1=O (stereo not drawn)
1.2	CCN(C(=O)COC(=O)COc1ccccc1Cl)c1c(N)n(Cc2ccccc2)c(=O)[nH]c1=O
1.1	O=C(Nc1ccccc1N1CCOCC1)c1cc(Cl)c2c(c1)OCO2
1.2	Cc1cccc(C)c1NC(=O)CNC(=O)c1cnccn1
-2.4	NC(=O)C1CCN(C(=O)CCn2c(=O)oc3ccccc32)CC1
0.8	CC(=O)c1cccc(OC(=O)c2cc(S(=O)(=O)N3CCOCC3)ccc2N2CCCC2)c1
3.7	CC(=O)Nc1cc(NC(C)=O)cc(C(=O)OCC(=O)N(c2ccccc2)C2CCS(=O)(=O)C2)c1 (stereo not drawn)
1.7	CCN(CC)S(=O)(=O)c1cc(NC(=O)CSc2n[nH]c(N)n2)ccc1C
41.9	COc1c(-c2ccccc2)oc2c(ccc3occc32)c1=O
-4.4	COc1cc(C(=O)OCC(=O)NC2CC2)cc(OC)c1OC
3.4	CC(=O)c1cccc(NC(=O)C(C)OC(=O)CCn2c(C)csc2=O)c1 (stereo not drawn)
2.2	CON(C)S(=O)(=O)NC(=O)C1=C(N2CCCC2)COC1=O
-3.7	FC(F)Oc1ccc(C2=Nn3c(nnc3-c3ccccc3Cl)SC2)cc1OCC1CC1
-0.1	O=C(c1ccc2ccccc2n1)N1CCN(S(=O)(=O)c2ccccc2)CC1
-1.4	COC(=O)c1ccc(COC(=O)CNC(=O)C2CCCCC2)cc1
-1.6	Cc1cccc(NC(=O)CSCC(=O)N2CCN(C(=O)c3ccco3)CC2)c1
2.9	COc1ccc2nc(NC(=O)CCNC(=O)c3ccco3)sc2c1
-3.1	O=C(CSc1cc(Cl)ccc1Cl)Nc1ccc(N2CCOCC2)cc1
-1.0	O=[N+]([O-])c1ccc(Cc2ccccn2)cc1
-3.0	Cc1ccc(N(CCC#N)C(=O)COC(=O)c2cc(C)oc2C)cc1
-2.0	COc1ccc(NC(=O)N(C)C[C@H]2Oc3ccc(NC(=O)Nc4c(C)noc4C)cc3C(=O)N([C@H](C)CO)C[C@@H]2C)cc1
2.4	CCC(=O)Nc1ccc(C(=O)COC(=O)Cc2ccsc2)cc1
-0.4	CC(NC(=O)COC(=O)c1ccc(N2CCCC2=O)cc1)c1ccc(F)cc1 (stereo not drawn)
2.1	NS(=O)(=O)c1cccc(NC(=O)COC(=O)c2cc([N+](=O)[O-])ccc2N2CCCC2)c1
-0.8	O=C(CCNS(=O)(=O)c1ccccc1C(F)(F)F)NCCCN1CCOCC1
-0.7	C=CCOc1ccc(CN(C)c2ccc(S(=O)(=O)N3CCN(C)CC3)cc2[N+](=O)[O-])cc1
19.2	COc1ccc(C(CNC(=O)c2ccc(OC)c(S(=O)(=O)N3CCCC3)c2)N2CCCC2)cc1 (stereo not drawn)
-2.5	CCOC(=O)c1ccc(-c2c(-c3ccc(OC)cc3)oc(=O)c3cc(OC)c(OC)cc23)cc1F
-3.9	CN(C)S(=O)(=O)c1ccc(Cl)c(NC(=O)COC(=O)CCC2CCCCC2)c1
5.4	O=C(c1cccc([N+](=O)[O-])c1)N1CCN(S(=O)(=O)/C=C/c2ccccc2)CC1
0.3	O=C(COC(=O)c1ccc2ncsc2c1)Nc1cccc(Cl)c1
-0.8	Cc1cc(Br)ccc1NC(=O)CN(C)C(=O)C1CSC2(C)CCC(=O)N12 (stereo not drawn)
7.4	COc1ccc(-c2c(-c3cc(OC)cc(OC)c3)n(C)c3ccc(-c4cccc5[nH]ccc45)cc23)cc1
-2.2	O=C(Oc1ccc([N+](=O)[O-])cc1)C1CC(=O)N(c2ccc3c(c2)OCCO3)C1 (stereo not drawn)
-4.6	N#CC1(NC(=O)CSc2nc3ccccc3o2)CCCCC1
2.4	CCCCCCCNC(=O)C1(CC2CC(c3ccccc3)=NO2)CCNCC1 (stereo not drawn)
1.9	O=C(COC(=O)c1ccc[n+]([O-])c1)Nc1ccc([N+](=O)[O-])cc1C(F)(F)F
-0.2	COc1cccc(CNC(=O)COC(=O)/C(C#N)=C/c2ccc(N(C)C)cc2)c1
0.6	CN(C)CCOC(=O)COc1ccc(Cl)cc1
-0.7	O=C(CN1C(=O)C(=O)N(C2CCCC2)C1=O)Nc1ccc(Cl)cc1C(F)(F)F
0.1	CCCCn1c(N)c(N(CCC(C)C)C(=O)COC(=O)c2sccc2C)c(=O)[nH]c1=O
-3.7	C[C@H](CO)N1C[C@H](C)[C@@H](CN(C)Cc2ccc(C(=O)O)cc2)Oc2c(NC(=O)c3ccncc3)cccc2C1=O
-0.1	O=C1CC/C=C\C[C@@H](CC(=O)N(CCO)Cc2ccccc2)C(=O)N[C@H](Cc2ccccc2)CO1
-0.5	O=C(CCNS(=O)(=O)c1ccc(OC(F)(F)F)cc1)NC1CC1
-0.1	COc1cccc(C(=O)OCC(=O)Nc2ccc3c(c2)OCCO3)c1
-4.4	CC(=O)Nc1ccc(S[C@@H](CCN2CC[C@H](C(C)(C)C)CCC2=O)c2ccccc2)cc1
0.4	COc1ccc(NC(=O)C2CCCCC2)cc1S(=O)(=O)N1CCOCC1
-2.4	O=C(COC(=O)C1CC(=O)N(CCc2ccccc2)C1)c1ccc[nH]1 (stereo not drawn)
-3.5	CC(Oc1cccc(Br)c1)C(=O)NNC(=O)CCS(=O)(=O)c1ccccc1 (stereo not drawn)
-1.5	Cc1c(C)c2c(c(C)c1O)CCC(C)(C(=O)O)O2 (stereo not drawn)
-5.0	COc1ccc(S(=O)(=O)N(C)C[C@H]2Oc3c(NC(=O)CCC(F)(F)F)cccc3C(=O)N([C@H](C)CO)C[C@@H]2C)cc1

Filtered by structure: those above with a thiophene ring, fused or not (five)
GSK3A inh	compound
-0.5	NC(=O)c1ccsc1NC(=O)COC(=O)COc1ccccc1[N+](=O)[O-]
-4.7	O=C(CSc1nc(-c2cccs2)nc2ccccc12)NC1CCS(=O)(=O)C1 (stereo not drawn)
-2.4	O=C1C=C(c2cc3ccccc3s2)C[C@@H](c2ccc(F)cc2)C1
2.4	CCC(=O)Nc1ccc(C(=O)COC(=O)Cc2ccsc2)cc1
0.1	CCCCn1c(N)c(N(CCC(C)C)C(=O)COC(=O)c2sccc2C)c(=O)[nH]c1=O
